PglD inh: PglD (C. jejuni) enzyme inhibition; inhibition, % at 12.5 µM; 0.098% of 360,000 active; purified PglD enzyme, DTNB colorimetric CoA detection; AID 602405; in the data active = inhibition above about 16%, passing the limit was not always enough; also: strong numbers were not always called active
GSIS activator: GLuc luminescence reporter in INS-1E cells, primary screen for activators of glucose-dependent secretion of insulin; activation, % at 16.6 µM; INS-1E GLuc reporter insulin secretion, 2-3 h; AID 743287; 0.61% of 370,000 active;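 active = lowest replicate activation of at least 40%, so every replicate reaches that level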;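 also: 0% = median of neutral control wells and 100% = median of IBMX positive control wells; some compounds called inactive have numbers as strong as hits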
Cneo AK release: Cryptococcus neoformans lysis via adenylate kinase release | 0.2% of 360,000 active | AID 651654 | lysis activity, % at 15 µM | C. neoformans lysis, adenylate kinase release luminescence, 4 h; normalised: neutral wells 0, clomiphene wells 100;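 active = mean lysis activity across replicates of at least 80%, whatever share of replicates individually reach that level; inactive = mean lysis activity below 80%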
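Assay system: Cryptococcus neoformans yeast cells / Dosing: single-point compound dose / Timing: 4 h at 37 °C static, read 1 h later / Measured by: luminescence of released adenylate kinase using an AK detection reagent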
ARNT-TACC3 inh: ARNT/TACC3 interaction disruption; AlphaScreen His-ARNT PAS-B/GST-TACC3 binding, luminescence; TACC3 fragment carries E629A point mutation; inhibition, % at 9.99 µM; 0.66% of 390,000 active; AID 623870;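 active = mean inhibition of replicates at least 50% and at least half of replicates each reaching 50%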;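 also: 0% = complete ARNT plus TACC3 wells and 100% = ARNT alone without TACC3; many hits fall short of the cut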
LGR2 inh: Drosophila LGR2 receptor signaling inhibition; HEK293 LGR2, CRE-luciferase, bursicon-stimulated, 4 h; inhibition, % at 9.99 µM; 0.35% of 380,000 active; AID 720647;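 active = drop in luminescence signal, shown as inhibition above about 50% in the replicate tests, limit read from the data, passing the limit was not always enough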;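 also: agonist challenge used bursicon conditioned medium at about half maximal strength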
PGC1a acetyl inh: PGC1a acetylation modulation, inhibitor mode; U2OS PGC1a acetylation, AlphaScreen anti-acetyl-lysine; with virally co-expressed GCN5 acetyltransferase; inhibition, % at 15.6 µM; 0.17% of 350,000 active; AID 651687;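 active = every replicate shows inhibition of at least 40%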;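 also: 0% = neutral control wells and 100% = positive control wells; some results beyond the cut were filed as inactive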
Statin myotox sup: suppressors of simvastatin-induced myotoxicity in C2C12 myotubes | ATP luminescence, 48 h; scaled: DMSO 0, geranylgeraniol control 100 | rescue of ATP level, % at 7.49 µM | 0.78% of 330,000 active | AID 602340;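 active = mean ATP rescue above about 67%, or every replicate alone reaching that limit, limit read from the data, passing the limit was not always enough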;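 also: myotubes were challenged with 10 µM simvastatin during compound exposure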
PAX8 reporter: PAX8 transcriptional activity inhibition; RMG-I TPO-luciferase reporter, SteadyGlo, 24 h; inhibition, % at 12.6 µM; 1.2% of 360,000 active; AID 652154;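 active = mean replicate inhibition at least 60% with every replicate also reaching 60%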;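 also: luciferase light reporting Pax8 driven TPO promoter activity; plate controls were median of neutral control wells for no effect and mitoxantrone controls for full effect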
* = called active by the depositor; . = no result given; & = joins results of further samples.

no.	Compound	PglD inh	GSIS activator	Cneo AK release	ARNT-TACC3 inh
1	C[C@@H]1CN([C@H](C)CO)C(=O)CCCn2nncc2CO[C@@H]1CN(C)C(=O)c1ccccc1	-0.6&5.1	8.9&0.9	-1.9&4.4	-2.5
2	Cc1ccc2oc(C(=O)N3CCN(Cc4ncccc4C)CC3)c(C)c2c1	-2.6	-16.5	3.2	2.5
3	CC(=O)c1sc(NC(=O)c2cnc(Cl)c(Cl)c2)nc1C	-2.1	-47.6	0.1	23.7
4	CO[C@H](CN(C)S(=O)(=O)c1ccc(F)cc1)[C@H](C)CN(C(=O)Nc1ccccc1F)[C@@H](C)CO	1.8	3.4	-2.8	11.3
5	Cc1ccc(N(C(=O)CS(=O)CC(=O)Nc2ccc(F)cc2)C(C(=O)NC2CCCCC2)c2ccco2)cc1 (stereo unspecified)	.	8.5	.	-7.6
6	CC(C)(C)NC(=O)NC(=O)CN1CCN(c2ccc(O)cc2)CC1	-1.6	1.5	-1.5	-1.1
7	COc1cccc(CNC(=O)C2CCN(S(=O)(=O)N3CCCCC3)CC2)c1	-3.8	-3.0	0.7	-2.0
8	O=C(C1CC1)N1CCC(c2nc(-c3ccc(S(=O)(=O)N4CCCC4)cc3)no2)CC1	-0.8	-12.3	-3.8	-2.1
9	OCCC1CN(Cc2ccc3c(c2)CCO3)CCN1C1CCCC1 (stereo unspecified)	.	-5.5	.	11.0
10	C[C@@H]1CCCCO[C@H](CN(C)Cc2ccc3c(c2)OCO3)[C@H](C)CN([C@H](C)CO)C(=O)c2cc(NC(=O)Nc3ccc4c(c3)OCO4)ccc2O1	0.6	-36.8	0.6	26.6
11	CC(NC(=O)C1CCCN(S(=O)(=O)c2cnc[nH]2)C1)c1ccccc1 (stereo unspecified)	6.1	-1.9	0.2	-4.9
12	Cn1c(N)c(C(=O)CSc2nnc(C3CC3)n2Cc2ccccc2)c(=O)n(C)c1=O	.	-0.3	.	.
13	CCCC(=O)Nc1ccc2c(c1)OC[C@@H](C)N(CCC)C[C@@H](C)[C@@H](OC)CN(C)C2=O	0.5	0.3	2.1	-5.0
14	Cn1c(SCC(=O)c2ccccc2)nnc1-c1cccs1	-5.6	-12.7	-2.3	-2.4
15	Cc1[nH]c2ccccc2c1C(=O)COC(=O)C1CC(=O)N(Cc2ccco2)C1 (stereo unspecified)	-3.6	-5.7	-1.1	-8.3

no.	LGR2 inh	PGC1a acetyl inh	Statin myotox sup	PAX8 reporter
1	-11.9	9.4&-3.5	9.0&11.3	-6.5&7.9
2	-13.5	.	3.4	1.1
3	-39.7	.	7.9	-26.0
4	1.2	2.7	2.1	-85.5
5	-1.6	.	.	-11.1
6	4.4	0.6	8.4	9.7
7	-9.4	-1.1	15.2	.
8	8.8	26.5	22.4	.
9	13.0	11.5	.	-18.7
10	7.8	-0.3	.	9.9
11	0.7	-6.6	2.4	5.7
12	2.8	15.3	-3.9	13.9
13	-14.7	-1.6	6.2	-6.0
14	-32.9	-3.3	-2.5	-66.1
15	.	5.9	-19.0	13.6

The list continues.
no.	Compound	PglD inh	GSIS activator	Cneo AK release	ARNT-TACC3 inh
16	CC1CC(C)CN(CCCNC(=O)c2ccc3c(SCC(=O)O)c4c(nc3c2)CCC4)C1 (stereo unspecified)	2.9	6.3	1.0	4.4
17	O=C(NC(=S)Nn1cnc2c(cnn2-c2ccccc2)c1=O)c1ccc(Cl)cc1	.	-0.5	.	7.2
18	CCCC(NC(=O)CCc1c(C)c2cc3c(C)c(C)oc3cc2oc1=O)C(=O)NC(Cc1ccc(Cl)cc1)C(=O)O (stereo unspecified)	-0.8	.	-1.8	.
19	CC1(C)C(=O)OC(c2cccs2)C(C)(C)C1=O (stereo unspecified)	1.3	.	-1.1	-7.0
20	C[C@@H]1CN([C@@H](C)CO)S(=O)(=O)c2ccc(/C=C/c3ccccc3)cc2O[C@@H]1CN(C)C(=O)Nc1cc(F)ccc1F	-0.1	-3.2	-1.9	16.0
21	CCc1ccccc1NC(=O)CSc1nc2n[nH]c(C)c2c(=N)n1-c1ccc(OC)cc1	-1.2	-8.0	-3.1	6.7
22	CCOc1cc(C#N)c(NC(=O)c2ccco2)cc1OCC	-1.1	.	-0.4	.
23	CN(CC1COc2ccccc2O1)C(=O)CSc1ncnc2sccc12 (stereo unspecified)	6.1	-17.7	2.5	-8.4
24	S=C(NCCCn1ccnc1)Nc1cccc(Cl)c1	-1.5	.	0.5	41.6*
25	CCN(c1ccccc1)S(=O)(=O)c1nnc(NC(=O)CC(C)C)s1	1.1	24.9	-4.8	-12.2
26	COc1ccc(NC(=O)CN(C)C(=O)c2oc3c(ccc4ccccc43)c2C)cc1	2.4	-0.8	3.3	13.6
27	O=C(O)c1ccc(NCc2ccncc2)cc1	-2.4	19.4	8.7	0.9
28	CC(C)(C)c1ccc(-n2ncc3c2CCCC3NC(=O)c2csnn2)cc1 (stereo unspecified)	2.4	-11.2	3.3	-1.3
29	CCC(NC(=O)c1cc(COc2ccc(C)nc2)on1)c1ccc(C)cc1 (stereo unspecified)	-4.1	-5.6	-0.2	-0.8
30	CCCSCCCNC(=O)c1ccc(C)c(NC(=O)C2=C(C)OCCS2)c1	-3.8	14.8	2.8	-2.9

no.	LGR2 inh	PGC1a acetyl inh	Statin myotox sup	PAX8 reporter
16	-8.6	0.9	12.4	7.9
17	-8.1	.	.	-3.5
18	.	-4.2	-3.0	.
19	.	-4.9	-0.3	-1.4
20	-7.5	0.9	-30.5	57.9
21	18.2	-9.4	2.7	.
22	.	7.4	-55.1	14.5
23	11.2	3.8	-0.3	1.9
24	.	5.7	4.0	-11.1
25	-2.2	-1.8	-18.6	-17.5
26	12.7	-9.0	65.0	18.5
27	-8.5	5.6	0.9	.
28	-0.7	.	-15.6	13.7
29	0.7	-1.2	13.3	14.8
30	1.9	8.7	2.1	13.3

For reference, 5 of the compounds above.
no.	Compound	PglD inh	GSIS activator	Cneo AK release	ARNT-TACC3 inh
25	CCN(c1ccccc1)S(=O)(=O)c1nnc(NC(=O)CC(C)C)s1	1.1	24.9	-4.8	-12.2
26	COc1ccc(NC(=O)CN(C)C(=O)c2oc3c(ccc4ccccc43)c2C)cc1	2.4	-0.8	3.3	13.6
27	O=C(O)c1ccc(NCc2ccncc2)cc1	-2.4	19.4	8.7	0.9
28	CC(C)(C)c1ccc(-n2ncc3c2CCCC3NC(=O)c2csnn2)cc1 (stereo unspecified)	2.4	-11.2	3.3	-1.3
29	CCC(NC(=O)c1cc(COc2ccc(C)nc2)on1)c1ccc(C)cc1 (stereo unspecified)	-4.1	-5.6	-0.2	-0.8

no.	LGR2 inh	PGC1a acetyl inh	Statin myotox sup	PAX8 reporter
25	-2.2	-1.8	-18.6	-17.5
26	12.7	-9.0	65.0	18.5
27	-8.5	5.6	0.9	.
28	-0.7	.	-15.6	13.7
29	0.7	-1.2	13.3	14.8

Other compounds follow:
no.	Compound	PglD inh	GSIS activator	Cneo AK release	ARNT-TACC3 inh
31	Cc1ccc(S(=O)(=O)N(C)C[C@H]2OCCCC[C@@H](C)Oc3ccc(NC(=O)Cc4ccccc4)cc3C(=O)N([C@@H](C)CO)C[C@@H]2C)cc1	0.9	-20.7	66.1	-4.2
32	O=c1[nH]n2c(=O)c3c([nH]c2c1N=Nc1cccc(C(F)(F)F)c1)CCCC3	-5.9	.	-0.2	26.5
33	CC(NC(=O)C1CCN(S(=O)(=O)c2ccc3c(c2)NC(=O)CO3)CC1)c1ccccc1 (stereo unspecified)	4.4	-1.4	-1.8	.
34	CCOC(=O)C1=C(CS(=O)(=O)c2ccccc2)NC(=O)NC1c1ccccc1OCC (stereo unspecified)	0.1	-8.8	-4.2	-0.4
35	O=C(NC(c1ccc(-c2ccccc2)cc1)c1cnccn1)C1CCN(Cc2cccs2)CC1 (stereo unspecified)	0.1	-6.7	-1.4	.
36	COC(=O)CN(c1cccc(F)c1)S(C)(=O)=O	-8.9	.	-4.3	-2.1
37	COc1ccc(-c2nc(CSCC(=O)NCc3ccco3)c(C)o2)cc1	4.1	.	0.9	-1.3
38	Clc1ccc(OCc2nc(-c3ccccn3)no2)c(Br)c1	10.3	.	-1.8	-8.7
39	CCOC(=O)c1ccccc1NC(=O)CSc1nc2ccccc2c(=O)n1CCCN1CCOCC1	-0.9	-28.9	0.1	5.5
40	CCCNc1c(NS(=O)(=O)c2ccc(C)c(C)c2)c(=O)oc2ccccc12	-3.9	7.9	1.1	-1.9
41	Cc1sc2nc(COC(=O)c3c(F)cccc3F)[nH]c(=O)c2c1C	4.2	3.1	0.9	-4.1
42	Cc1nn(Cc2ccccc2)c(Cl)c1C(=O)OCC(=O)NC(=O)NC12CC3CC(CC(C3)C1)C2	-2.5	-11.5	-1.2	-8.1
43	O=C(CN1CCN(Cc2ccccc2)CC1)Nc1cccc(Cl)c1	4.2	-14.2	1.6	1.1
44	O=C(NCc1ccccc1Cl)C1CCC(=O)N(C2CCCC2)C1 (stereo unspecified)	-3.8	14.9	14.2	-5.9
45	CCOc1cc2c(cc1/C=C/C(=O)O)OC(C)C2 (stereo unspecified)	.	4.4	.	-5.3

no.	LGR2 inh	PGC1a acetyl inh	Statin myotox sup	PAX8 reporter
31	-14.4	9.7	.	6.9
32	.	4.5	9.6	.
33	-1.8	-4.2	7.6	-6.3
34	-7.7	4.8	-17.1	27.6
35	13.3	.	-0.9	17.4
36	.	-12.4	-26.3	.
37	.	-9.4	7.7	.
38	68.7*	1.9	-22.9	-53.1
39	1.1	-6.9	-1.2	21.5
40	-2.4	5.6	-3.4	4.0
41	3.1	.	.	-7.5
42	8.6	.	.	5.6
43	13.6	-3.1	-27.3	9.2
44	-4.6	-10.0	-0.2	-9.6
45	5.7	.	.	-9.2

Additional compounds:
no.	Compound	PglD inh	GSIS activator	Cneo AK release	ARNT-TACC3 inh
46	C[C@@H](NC(=O)[C@@H]1[C@@H](CO)[C@@H]2Cn3c(cccc3=O)[C@@H]2N1Cc1cccnc1)c1ccccc1	4.5	9.7	-2.9	4.3
47	CCOc1ccc2nc(N3CCCC(C(=O)N4CCN(CC)CC4)C3)sc2c1 (stereo unspecified)	3.2	11.2	-3.0	-2.7
48	O=C(CSc1ncn[nH]1)Nc1ccc(OCc2ccccc2)cc1	.	-9.3	.	14.7
49	CC1=NN(c2ccccc2)C(=O)C1C(=O)c1ccc(Cl)cc1 (stereo unspecified)	-2.6	.	-0.4	-10.9
50	O=C(O)/C=C/c1cn(-c2ccccc2)nc1-c1cc2ccccc2oc1=O	-18.0	4.4	0.4	8.3
51	CCc1ccc(Cn2nnc(C(=O)NCc3ccccc3OC)c2N)cc1	1.8	18.1	1.4	-2.4
52	O=C1CC(c2ccccc2)CC(=O)C1Sc1ccc(Cl)cc1 (stereo unspecified)	-5.7	-0.1	0.0	-1.0
53	COCCNC(=O)C[C@H]1CC[C@@H]2[C@H](COC[C@@H](O)CN2C(=O)Nc2ccc3c(c2)OCO3)O1	0.9	-0.9	-0.7	0.4
54	CCOc1ccc(C(=O)N[C@H](C(=O)NC2CCCCC2)C(C)C)cc1	0.6	-9.8	-2.5	.
55	CCS(=O)(=O)N1Cc2ccccc2CC1C(=O)Nc1nc2c(C)cccc2s1 (stereo unspecified)	-3.2	-28.0	2.0	-0.2

no.	LGR2 inh	PGC1a acetyl inh	Statin myotox sup	PAX8 reporter
46	18.4	.	-7.6	.
47	-74.0	-5.9	116.3*	-67.6
48	-6.1	-6.9	.	-41.6
49	.	5.8	-3.9	.
50	-53.0	-7.8	-6.8	-16.1
51	-9.6	-5.6	14.5	0.9
52	-7.3	.	.	4.7
53	-7.4	6.5	-7.1	-2.2
54	-3.8	0.0	-0.1	-30.1
55	-5.7	-14.1	.	-20.5
